Source: PubChem
ALDH1A1 block: qHTS Assay for Inhibitors of Aldehyde Dehydrogenase 1 (ALDH1A1) | Aldehyde dehydrogenase 1A1 (Homo sapiens), P00352 | Purified ALDH1A1, NADH fluorescence, propionaldehyde substrate | Potency, µM (doses to about 75.3 µM), for inactives: at the top dose activity, negative = inhibition, usual class: inhibitors | hit rate 7.3% among 220,000; active = well fitted inhibition curve with a large enough effect, not every such curve was filed as active; inconclusive = small, poorly fitted or top-dose-only effect, or another doubt; inactive = no such curve, though single readings can be large or run the other way;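 note: plate controls were no enzyme wells and a reference inhibitor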
Target sequence (P00352 whole entry, looked up): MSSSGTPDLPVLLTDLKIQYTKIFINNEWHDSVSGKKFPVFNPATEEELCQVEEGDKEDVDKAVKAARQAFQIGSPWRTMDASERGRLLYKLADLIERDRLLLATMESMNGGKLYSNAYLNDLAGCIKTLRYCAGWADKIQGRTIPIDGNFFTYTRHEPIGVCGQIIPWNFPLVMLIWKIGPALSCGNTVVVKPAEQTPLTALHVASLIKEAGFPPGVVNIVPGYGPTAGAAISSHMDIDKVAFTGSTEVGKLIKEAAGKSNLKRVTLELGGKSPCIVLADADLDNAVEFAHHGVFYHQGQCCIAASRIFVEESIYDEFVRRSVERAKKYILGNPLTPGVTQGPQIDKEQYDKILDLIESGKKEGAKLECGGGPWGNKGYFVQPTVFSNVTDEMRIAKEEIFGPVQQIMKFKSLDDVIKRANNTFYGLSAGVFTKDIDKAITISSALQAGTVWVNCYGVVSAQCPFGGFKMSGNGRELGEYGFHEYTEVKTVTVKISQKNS
GAA glycogen: qHTS Assay for Inhibitors and Activators of Human alpha-Glucosidase Cleavage of Glycogen; hit rate 0.38% among 300,000; Potency, µM (doses to about 76.4 µM), for the others: top-dose activity change, negative = inhibition, hits mostly inhibitors; recombinant GAA, glycogen substrate, Amplex Red glucose oxidase fluorescence;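 note: 0% = full enzyme reaction and -100% = no-enzyme basal signal; the screen sought inhibitors and activators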
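qHTS, 1536-well; enzyme 4 nM final; cpd up to 77 uM; substrate bovine liver glycogen 30 ug; 50 mM citrate/phosphate pH 5.0, 0.01% Tween-20; 37 C, 40 min; Amplex Red detection 45 min RT; Hill fit → AC50.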
Tau fluor cs: Counterscreen qHTS for Inhibitors of Tau Fibril Formation, Fluorescence Polarization; hit rate 0.93% among 280,000; AID 1463, 2008; Potency, µM (top dose mostly 57.7 µM), for the others: at the highest dose activity change, negative = decrease; tau K18 P301L Alexa594 fluorescence, heparin fibrillization; note: % is set by controls: 0 for no effect and ±100 for the full control effect; nearly all actives have a fitted effect of over 55% in size
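Human tau K18 P301L (15 uM unlabeled, 0.24 uM Alexa 594-labeled) in 100 mM sodium acetate pH 7 with 20 uM heparin, 6 hr at 37 C. ThT 30 uM added, 1 hr ambient; Alexa 594 FP and total fluorescence read at 555/632 nm.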
GAA inhib: qHTS Assay for Inhibitors of Human alpha-Glucosidase as a Potential Chaperone Treatment of Pompe Disease | Potency, µM (series often up to 76.9 µM), without a hit: top-dose activity change, negative = inhibition, most hits filed as inhibitors | AID 1466, 2008 | hit rate 0.005% among 200,000 | purified human GAA, 4-MU-alpha-glucoside fluorescence | Lysosomal alpha-glucosidase (Homo sapiens), P10253;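 note: plate controls were uninhibited enzyme wells for no effect and no-enzyme background for full effect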
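Endpoint fluorogenic read: 20 min room-temperature reaction of 4 nM human alpha-glucosidase with 400 uM 4-methylumbelliferyl-alpha-D-pyranoside, pH 5.0, quenched with 1M NaOH/1M glycine pH 10. AC50 from Hill modeling.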
aGlu spleen mod: qHTS Assay for Inhibitors and Activators of Human alpha-Glucosidase From Spleen Homogenate | Lysosomal alpha-glucosidase (Homo sapiens), P10253 | human spleen homogenate, 4-MU-alpha-glucoside fluorescence | hit rate 0.006% among 240,000 | Potency, µM (doses to about 79.9 µM), inactives show at the top dose activity change, negative = inhibition, actives largely listed as inhibitors;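 note: 0% = enzyme with vehicle and -100% = no enzyme basal signal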
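Compounds were titrated against alpha-glucosidase in spleen homogenate at pH 5.0, with 1 mM 4-methylumbelliferyl substrate for 40 min at 37 C. Reactions were quenched with pH 10 NaOH/glycine and fluorescence measured.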
NPSR antagonist: qHTS Assay for Antagonists of the Neuropeptide S Receptor: cAMP Signal Transduction. Q6W5P4. CHO-NPSR cells, cAMP TR-FRET, antagonist mode. Potency, µM (highest dose often 38.3 µM), without a hit: at the highest dose activity change, negative = inhibition, usual class: inhibitors. hit rate 1% among 220,000. AID 1461, 2008; note: % is set by controls: 0 for no effect and ±100 for the full control effect; nearly all actives have a fitted effect of over 50% in size; many of its hits are not listed in these tables
aGal spleen mod: qHTS Assay for Inhibitors and Activators of Human alpha-Galactosidase From Spleen Homogenate | Alpha-galactosidase A (Homo sapiens), P06280 | human spleen homogenate, 4MU-alpha-Gal fluorescence, 40 min | Potency, µM (titrated, usually from 80 µM), inactives show at the highest dose activity change, negative = inhibition, usual class: inhibitors | hit rate 0.008% among 240,000 | AID 2107, 2009;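 note: 0% = enzyme with vehicle and -100% = no enzyme basal signal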
Target sequence (P06280 32-429 limits assumed): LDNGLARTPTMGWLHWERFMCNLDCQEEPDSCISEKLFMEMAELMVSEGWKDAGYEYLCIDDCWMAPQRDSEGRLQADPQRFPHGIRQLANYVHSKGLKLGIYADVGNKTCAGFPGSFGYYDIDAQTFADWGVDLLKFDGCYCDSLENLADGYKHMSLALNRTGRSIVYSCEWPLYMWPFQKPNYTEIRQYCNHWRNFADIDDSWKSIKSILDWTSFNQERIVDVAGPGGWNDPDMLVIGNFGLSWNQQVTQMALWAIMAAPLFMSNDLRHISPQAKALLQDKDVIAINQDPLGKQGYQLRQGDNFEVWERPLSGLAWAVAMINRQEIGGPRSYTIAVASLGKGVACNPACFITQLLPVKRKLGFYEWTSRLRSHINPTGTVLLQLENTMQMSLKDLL
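Human spleen homogenate (1 ug) was the enzyme source, with 4-methylumbelliferyl-alpha-D-galactopyranoside (1 mM final) in pH 5.0 citrate buffer with 0.01% Tween-20. Compounds were titrated; after 40 min at 37C, NaOH/glycine stop, 4-MU fluorescence read; AC50 from Hill fits.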
Epigenetic derep: Quantitative High-Throughput Screen for Regulators of Epigenetic Control; murine LDR cells, GFP reporter derepression, 30 h; Potency, µM (doses to about 53.9 µM), for inactives: at the top dose GFP activation, hits mostly activators; hit rate 0.2% among 280,000; AID 1865, 2009; note: % of control where 0% means no effect; nearly all actives have a fitted effect of over 60% in size
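Murine LDR cells bearing a silenced CMV-driven GFP reporter were exposed to compound for 30 h at 37 C. After PBS washes, GFP-positive cells (20-120 um objects) counted by laser-scanning microplate cytometry.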
An asterisk follows results filed as active; ? = inconclusive; nt = not tested or not shown; & = joins results of further samples; [ ] = dose if it differs, or a comment. Unless noted, calls come from the whole dose curve; as a rule, active = well fitted curve in the direction sought with a large enough effect; inconclusive = small, poorly fitted or top-dose-only effect, or another doubt; inactive = no such curve, though single readings can be large; an effect the other way counts as inactive or inconclusive. Potency is the fitted concentration of half-maximal effect.

SMILES | ALDH1A1 block | GAA glycogen | Tau fluor cs | GAA inhib | aGlu spleen mod | NPSR antagonist | aGal spleen mod | Epigenetic derep
CCC(C)c1ccc(N2C(=O)NC(=O)/C(=C/c3cccn3CCOc3ccc(C)cc3)C2=O)cc1 (stereo unspecified) | 7% | 13% | -16% | -4% | -5% | ? | -11% | 13%
C[C@H](N)C(=O)N[C@@H](C)C(=O)N[C@@H](Cc1ccccc1)C(=O)CCl | -16% | nt | -28% | nt | -1% | nt | 4% | 1.1%
CCOC(=O)N1CCN(Cc2cn3ccccc3n2)CC1 | ? | 6% | -3% | 1% | -14% | 3%[46.1 µM] | -3% | 2.9%
O=C(COc1ccccc1)Nc1ccc(Cl)cc1C(=O)c1ccccc1 | 3% | -5% | -15% | 4% | -4% | -13% | 7% | 2.0%
CCOP(=O)(OCC)C1(O)C(=O)Nc2ccc(Br)cc21 (stereo unspecified) | -7% | 9% | -4% | 6% | -6% | 7% | -5% | 2.6%
O=C(CF)NC(Nc1cccc2cccnc12)C(Cl)(Cl)Cl (stereo unspecified) | 11% | 4% | -12% | -4% | 8% | 9%[46.1 µM] | 12% | 0.0%
O=C1NC(=O)N(c2cccc(Cl)c2)C(=O)/C1=C\c1ccc(Sc2nc3ccccc3[nH]2)o1 | 22µM* | 8% | ? | 9% | -14% | -44% | -4% | -1.0%
C=C1[C@@H](O)C2C=CC[C@H](C)C(=O)[C@@](C)(O)C=C[C@@H](OC(C)=O)[C@@]23C(=O)N[C@H](Cc2ccccc2)[C@@H]3[C@@H]1C (stereo partly specified) | -5% | nt | -12% | nt | 1% | nt | 7% | -1.6%
Nc1ccc(Cl)cc1C(=O)c1ccccc1 | -11% | -14% | -27% | -3% | 1% | -8% | -3% | -0.2%
CC1CCN(S(=O)(=O)c2ccc(NN=C(C#N)C#N)cc2)CC1 | ? | -7% | ? | -5% | -7% | 10µM* | -5% | -1.1%
O=c1[nH]c(=S)n(Cc2ccc(F)cc2)c(O)c1C=NCc1cccnc1 | 4% | 4% | -10% | ? | -12% | -9%[46.1 µM] | 6% | -3.9%
CC(=O)Oc1ccc(Cl)c2cccnc12 | 6% | nt | -28% | nt | 5% | nt | 4% | ?
COc1cccc(N=Cc2c(O)n(Cc3ccco3)c(=O)[nH]c2=O)c1 | 3% | 20% | -5% | ? | -1% | 2% | 1% | -0.1%
CCCCn1c(O)c(C(C)=NCCN2CCOCC2)c(=O)[nH]c1=O | -14% | 0% | -10% | 0% | 6% | -6%[46.1 µM] | -1% | 3.1%
CCC(=NCc1ccco1)c1c(O)n(-c2ccccc2C)c(=O)[nH]c1=O | nt | -2% | -6% | nt | 3% | 11% | -8% | -1.0%
Cc1cc2cc(CNC(=O)Nc3ccc(Cl)c(Cl)c3)ccc2n1C | -4% | 2% | ? | nt | 5% | 2% | 1% | -0.2%
CCCCC/C=C\C/C=C\C/C=C\C/C=C\CCCC(=O)N(Cc1ccc(O)c(Cl)c1)Cc1ccc(O)c(Cl)c1 | 3.5µM* | nt | 6% | nt | 17% | nt | 16% | -4.6%
CCN(CC)C(=O)CN1CCN(c2ccccc2F)CC1 | ? | 0% | -6% | 3% | -1% | 0%[46.1 µM] | 0% | -0.9%
O=c1[nH]c(=O)n(CCc2ccc(F)cc2)c(O)c1C=NCCCn1ccnc1 | 2% | -8% | 3% | 2% | 0% | -4%[46.1 µM] | 2% | -0.8%
COc1cc(C(=S)N2CCOCC2)cc(OC)c1OC(=O)Cc1ccccc1 | ? | 2% | -21% | -1% | -4% | 4% | -7% | -3.5%
Cc1ccccc1-n1c(C)cc(/C=C2/C(=O)NC(=O)N(Cc3ccco3)C2=O)c1C | 3.5µM* | 5% | -9% | -1% | 1% | -1% | -8% | 1.1%
CN1C(=O)C(=Cc2ccc(N3CCCCCC3)cc2)C(=O)N(C)C1=O | 0.11µM* | 10% | -8% | 0% | 0% | 5% | 7% | 4.8%
CC1=CC[C@@H]2[C@@H](C1)c1c(O)cc(CC#CCCCNS(C)(=O)=O)cc1OC2(C)C | -8% | nt | ? | nt | 4% | nt | -1% | 1.3%
CCN1C[C@]2(COC(=O)c3ccccc3N3C(=O)C[C@H](C)C3=O)CC[C@H](OC)[C@@]34[C@@H]5C[C@H]6[C@H](OC)[C@H]5[C@](O)(C[C@@H]6OC)[C@@](O)([C@@H](OC)[C@@H]23)[C@@H]14 | -3% | nt | -7% | nt | 6% | nt | 5% | -2.4%
NC(N)=N/N=C/c1cn(-c2ccccc2)nc1-c1cccs1 | -3% | 1% | ? | -13% | nt | -42% | -16% | 1.1%
New compounds follow.
SMILES | ALDH1A1 block | GAA glycogen | Tau fluor cs | GAA inhib | aGlu spleen mod | NPSR antagonist | aGal spleen mod | Epigenetic derep
CC(=O)NC1CC2CCCC(C1)N2C(=O)Nc1ccccc1 (stereo unspecified) | 23% | 0% | 1% | 6% | -18% | 1%[46.1 µM] | 1% | -1.1%
COC(=O)C1(C)C=C2C(=C(C)C(=O)C2C)CN1 (stereo unspecified) | ? | nt | -6% | nt | 2% | nt | 2% | 2.6%
COc1ccc(-c2[nH]ncc2CNC(C)Cc2ccsc2)c(F)c1 (stereo unspecified) | 1% | -11% | -2% | nt | -3% | -8% | -1% | -1.2%
NC(C(=O)O)C1CC(Cl)=NO1 (stereo unspecified) | -2% | 6% | -8% | 10%[15.4 µM] | -14% | 2% | -14% | -1.0%
Nc1c(C(=O)NCCN2CCOCC2)c2nc3ccccc3nc2n1Cc1ccco1 | ? | 2% | ? | ? | 2% | -22%[46.1 µM] | 20% | -0.2%
COc1cc2c(cc1OC)C(C)NCC2 (stereo unspecified) | 8%&8% | nt | 0%&1% | nt | -8%&9% | nt | 7%&0% | 1.0%&5.0%
COC1=CC(=O)O[C@@H](/C=C\c2ccccc2)C1 | -7%[20.9 µM] | nt | nt | nt | 5%[29.1 µM] | nt | 14%[29.1 µM] | -0.3%[16.9 µM]
O=Cc1cn(Cc2cccc(F)c2)c2ccccc12 | 0.56µM* | 1% | -6% | 0% | 3% | 2% | 0% | -1.3%
Oc1c(Br)cc(Br)cc1Oc1ccc(Br)cc1Br | -1% | -5% | ? | 5%[15.4 µM] | 3% | -37% | -1% | 1.1%
CC1O[C@@H](Oc2c(-c3ccc(O)c(O)c3)oc3cc(O)cc(O)c3c2=O)C(O)C(O)C1O (stereo partly specified) | ? | nt | -13% | nt | -4% | nt | 20% | 0.0%
COc1ccccc1C1=NOC(COC(=O)c2ccc([N+](=O)[O-])cc2)C1 (stereo unspecified) | nt | -8% | ? | nt | -8% | -22% | -13% | 0.0%
CN1CCN(Cc2ccccc2Sc2ccccc2)CC1 | 6% | 6% | -12% | -3% | 3% | 22% | 8% | -1.0%
CNC(=O)Oc1ccc2ncccc2c1 | ? | 0% | -5% | -5% | 0% | 6% | 3% | 0.0%
CCc1c(C(=O)NN2C(=O)C3C4CCC(O4)C3C2=O)csc1C (stereo unspecified) | -2% | 2% | -3% | -4% | -3% | 8% | 5% | 1.3%
CC(=O)NC(Cc1ccc(N(CCCl)CCCl)cc1)C(=O)NCC(=O)NCC(=O)O (stereo unspecified) | 2% | -9% | -13% | ? | 5% | -6% | 13% | 2.5%
CCOC(=O)N(CC)c1ccc(C(O)(C(=O)OC)C(F)(F)F)cc1 (stereo unspecified) | 3% | -10% | 1% | -3% | -4% | -5%[46.1 µM] | -2% | 0.0%
CCN(CC(=O)Nc1ccc(C#N)c(Cl)c1)CC(=O)NC(C)(C)C | 0% | 3% | -21% | 1% | 3% | -4% | 2% | 5.4%
OCCOCC#CCN1CCOCC1 | 1% | 2% | -5% | ? | -6% | -8%[46.1 µM] | -1% | -0.7%
OC12CCCCC1C(c1ccccc1)NCC2 (stereo unspecified) | 0% | -3% | -3% | 12% | 0% | -7%[46.1 µM] | 5% | -1.8%
Cc1nn(Cc2ccc(Cl)cc2Cl)c(Cl)c1C(=O)NC1CCCc2ccccc21 (stereo unspecified) | 13% | 0% | 4% | 2% | -3% | -46% | 2% | -0.9%

Among those listed so far, these have a COOH group:
SMILES | ALDH1A1 block | GAA glycogen | Tau fluor cs | GAA inhib | aGlu spleen mod | NPSR antagonist | aGal spleen mod | Epigenetic derep
NC(C(=O)O)C1CC(Cl)=NO1 (stereo unspecified) | -2% | 6% | -8% | 10%[15.4 µM] | -14% | 2% | -14% | -1.0%
CC(=O)NC(Cc1ccc(N(CCCl)CCCl)cc1)C(=O)NCC(=O)NCC(=O)O (stereo unspecified) | 2% | -9% | -13% | ? | 5% | -6% | 13% | 2.5%

Of the compounds above, 5 have a furan ring, fused or not.
SMILES | ALDH1A1 block | GAA glycogen | Tau fluor cs | GAA inhib | aGlu spleen mod | NPSR antagonist | aGal spleen mod | Epigenetic derep
O=C1NC(=O)N(c2cccc(Cl)c2)C(=O)/C1=C\c1ccc(Sc2nc3ccccc3[nH]2)o1 | 22µM* | 8% | ? | 9% | -14% | -44% | -4% | -1.0%
COc1cccc(N=Cc2c(O)n(Cc3ccco3)c(=O)[nH]c2=O)c1 | 3% | 20% | -5% | ? | -1% | 2% | 1% | -0.1%
CCC(=NCc1ccco1)c1c(O)n(-c2ccccc2C)c(=O)[nH]c1=O | nt | -2% | -6% | nt | 3% | 11% | -8% | -1.0%
Cc1ccccc1-n1c(C)cc(/C=C2/C(=O)NC(=O)N(Cc3ccco3)C2=O)c1C | 3.5µM* | 5% | -9% | -1% | 1% | -1% | -8% | 1.1%
Nc1c(C(=O)NCCN2CCOCC2)c2nc3ccccc3nc2n1Cc1ccco1 | ? | 2% | ? | ? | 2% | -22%[46.1 µM] | 20% | -0.2%

Not all compounds are listed; rates above refer to the full screens.
